HTR5A inv ctr = inverse agonist of human HTR5A in OPRM1-OPRD1 counter-screen; HTR5A cell line, luminescence, inverse agonism; inhibition, % at 9.3 µM; 0.083% of 340,000 active; AID 504634; in the data active = inhibition mostly above about 23%, no sharp cut-off; inactive = mostly below about 18%;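 also: 0% = cells with DMSO and 100% = no-cell wells with DMSO; some compounds called inactive have numbers as strong as hits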
Target sequence (P47898 whole entry, looked up): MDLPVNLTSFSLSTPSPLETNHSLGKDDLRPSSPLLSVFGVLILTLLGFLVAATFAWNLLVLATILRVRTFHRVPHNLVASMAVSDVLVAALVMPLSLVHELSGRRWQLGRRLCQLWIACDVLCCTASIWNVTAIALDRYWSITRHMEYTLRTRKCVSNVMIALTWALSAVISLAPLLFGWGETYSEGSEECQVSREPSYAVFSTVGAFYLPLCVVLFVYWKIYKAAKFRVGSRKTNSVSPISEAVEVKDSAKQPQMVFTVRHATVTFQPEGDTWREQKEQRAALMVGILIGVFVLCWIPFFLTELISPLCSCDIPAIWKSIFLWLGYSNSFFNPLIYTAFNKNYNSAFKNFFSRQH
MOR-DOR inv ag = inverse agonist of human OPRM1-OPRD1 heterodimerization; P35372+P41143; cell-based MOR-DOR heterodimer luminescence, inverse agonism; inhibition, % at 9.3 µM; 0.21% of 340,000 active; in the data active = inhibition above about 22%, passing the limit was not always enough;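 also: 0% = cells with DMSO and 100% = wells without cells with DMSO; values of inactives mirror those of a sister screen read the other way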
PfHsp90 yeast 2 = inhibits growth of yeast expressing Plasmodium falciparum Hsp90; S. cerevisiae expressing PfHsp90, BacTiter-Glo ATP, 48 h; yeast lacking PDR1 and PDR3 efflux regulators; inhibition, % at 9.4 µM; 0.32% of 310,000 active; AID 504621;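 active = every replicate shows inhibition above about 80%, whatever the replicate mean, limit read from the data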;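 also: 0% = DMSO neutral controls and 100% = 20 µM radicicol positive controls; yeast relying on Plasmodium falciparum Hsp90 in place of its own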
phage Ecoli inh = E. coli growth loss with phage present; 0.26% of 360,000 active; AID 651602; growth absorbance; inhibition, % at 11.9 µM; in the data active = inhibition above about 11%
PKA-R2B activ = activates the human PKA-R2B holoenzyme complex | activation, % at 11.4 µM | PKA-R2B holoenzyme dissociation, Cy5-IP20 fluorescence polarization; R2B truncated from residue 108, S112A mutant; 0% DMSO only, 100% 113 µM cGMP | 0.079% of 340,000 active;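 active = activation above a cutoff set at the mean over all compounds plus 3 SD, cut at about 18% in these data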;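 also: higher means more holoenzyme dissociation and a rise in polarization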
Target sequence (P31323 whole entry, looked up, other chains not shown, the tested form may be a part): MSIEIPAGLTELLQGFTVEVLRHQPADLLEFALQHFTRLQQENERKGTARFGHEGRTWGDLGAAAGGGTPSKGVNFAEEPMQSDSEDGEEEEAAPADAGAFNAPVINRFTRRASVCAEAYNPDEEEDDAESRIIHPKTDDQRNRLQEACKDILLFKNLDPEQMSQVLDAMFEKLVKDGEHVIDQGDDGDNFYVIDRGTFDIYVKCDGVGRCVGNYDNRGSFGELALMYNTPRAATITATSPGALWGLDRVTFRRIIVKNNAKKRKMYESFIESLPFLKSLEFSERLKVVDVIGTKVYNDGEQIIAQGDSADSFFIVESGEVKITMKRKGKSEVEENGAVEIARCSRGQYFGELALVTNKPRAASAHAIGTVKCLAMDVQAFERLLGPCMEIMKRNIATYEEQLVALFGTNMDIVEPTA
SUMO Mot1 rescue = SUMOylation pathway inhibition by Mot1-301 growth rescue; growth rescue, % at 18.8 µM; S. cerevisiae Mot1-301 growth rescue, ATP luminescence, 38.5C; percent above DMSO median, 100 means doubled; 1% of 320,000 active;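 active = every valid replicate shows activation above 250% relative to neutral control wells; inactive = the rest, any valid replicate at or below 250%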;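 also: OY570 slx delta 5 strain wells were the positive control but not used for scaling; some compounds called inactive have numbers as strong as hits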
Tat transport = blocks Tat-dependent protein export in E. coli. E. coli MC4100 TorA-mCherry Tat export, fluorescence. inhibition, % at 10 µM. 0.036% of 340,000 active;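 active = mean replicate inhibition at least 50% and at least half of replicates individually reaching 50%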;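 also: exported cargo escapes ClpAP degradation while cytoplasmic cargo is degraded and loses fluorescence; 0% = median of neutral control wells and 100% = median of NaSCN control wells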
OPRM1-OPRD1 ag = OPRM1-OPRD1 heterodimerization agonism. activation, % at 9.3 µM. cells, luminescence. 0.3% of 340,000 active. P35372+P41143; in the data active = activation above about 18%;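 also: 0% = vehicle-treated cells and 100% = reference agonist; values of inactives mirror those of a sister screen read the other way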
E coli growth = counter-screen for AddAB inhibitors: E. coli growth inhibition; E. coli V3065 growth, OD600 absorbance, 18 h; inhibition, % at 11.9 µM; 0.27% of 330,000 active; AID 449728;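 active = inhibition above the campaign's mean inhibition across all tested compounds plus 3 SD, cut at about 9.9% in these data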;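 also: uninfected addAB+ strain grown without phage in ampicillin broth; 0% = DMSO wells and 100% = ciprofloxacin 0.95 µg/ml wells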
AddAB inh = less growth of phage-infected E. coli with AddAB; inhibition, % at 11.9 µM; 0.29% of 330,000 active; AID 435030; E. coli expressing H. pylori AddAB, absorbance growth; in the data active = inhibition above about 12%;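 also: 0% = vehicle wells of infected cells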
PKA-R1A activ = activators of PKA-R1A complex | P00514+P68181 | PKA-R1A dissociation, Cy5-IP20 fluorescence polarization; scaled: DMSO 0%, 113 µM cGMP 100% | activation, % at 11.4 µM | 0.083% of 340,000 active | AID 504707;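 active = percent activation above the mean of all tested compounds plus 3 SD, cut at about 19% in these data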;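 also: higher means more PKAc released from R1A so a rise in polarization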
Starred values were filed as active, the others as inactive; x = no result given; & = joins results of further samples. Random draw from the library; about 2.2% have a hit in one of these screens.

The line under a structure holds: HTR5A inv ctr | MOR-DOR inv ag | PfHsp90 yeast 2 | phage Ecoli inh | PKA-R2B activ | SUMO Mot1 rescue | Tat transport | OPRM1-OPRD1 ag | E coli growth | AddAB inh | PKA-R1A activ
COc1cccc(CNS(=O)(=O)c2ccc3c(c2)C(C)(C)C(=O)N3C)c1
→ -4.8 | 3.5 | -4.2 | x | -2.3 | -3.2 | -1.9 | -0.7 | 3.5 | 2.9 | -13.2
O=C(CN(Cc1ccccc1)S(=O)(=O)c1ccc(Br)cc1)NCC1CCCO1 (stereo not drawn)
→ -8.7 | 10.0 | 23.4 | -0.8 | 1.2 | 65.9 | 1.2 | -1.9 | 0.8 | 2.9 | -3.1
c1ccc(-c2cc3c(-n4cccc4)ncnc3o2)cc1
→ 17.7 | -4.6 | -29.7 | 0.1 | -5.5 | 90.6 | 0.9 | 0.8 | -1.9 | 0.6 | 7.6
CC(=O)Nc1ccc(S(=O)(=O)N(C)CC(=O)OCC(=O)c2ccc3c(c2)NC(=O)CO3)cc1
→ 3.0 | 0.9 | 3.5 | 1.7 | -6.8 | -4.8 | -9.1 | -0.2 | 0.9 | 1.7 | 3.7
Cc1ccc(NC(=O)c2ccco2)cc1NC(=O)CSc1nnc(-c2cccs2)n1C
→ -10.5 | 4.4 | -8.9 | 1.6 | 6.0 | -8.9 | 17.9 | -0.8 | -1.2 | -1.2 | 13.3
Cc1ccc(CNS(=O)(=O)c2ccc3c(c2)OCCO3)cc1
→ 15.0 | 18.4 | 25.3 | 1.5 | -15.9 | -14.6 | -4.9 | -3.4 | -0.5 | -0.4 | -9.5
O=C(COC(=O)c1c[nH]c2ccccc12)NC1CCCCC1
→ 14.1 | 6.2 | 12.7 | 1.5 | -2.6 | -12.8 | -10.8 | -1.2 | 0.2 | -1.1 | -9.1
CCn1c(=O)c([N+](=O)[O-])c(NCCCn2ccnc2)c2ccccc21
→ -18.4 | 11.0 | 11.4 | 2.2 | 1.6 | -0.2 | -5.1 | -2.2 | 1.5 | 2.1 | -5.6
COc1ccc(C2CC(c3ccccc3)=NN2C(=O)COC(=O)c2cc(S(=O)(=O)N3CCOCC3)ccc2F)cc1 (stereo not drawn)
→ 10.3 | -5.3 | 28.8 | 2.5 | -6.4 | -8.2 | -4.0 | 0.9 | 0.3 | 2.3 | -8.2
O=C(COc1ccccc1)Nn1c(-c2ccccc2)nc2ccccc2c1=O
→ 10.3 | 18.8 | 8.3 | 3.9 | 0.3 | 15.9 | -2.7 | -3.7 | -1.1 | -1.0 | -5.8
CC(C)(C)c1ccc(OCC(O)CN(CCO)CC(O)Cn2ccc3ccccc32)cc1 (stereo not drawn)
→ -13.2 | -38.6 | 21.2 | 1.3 | -12.9 | -22.0 | -4.8 | 5.3 | -1.3 | 3.7 | 0.6
CC(C)(C)C(=O)Nc1cccc(-c2nc3ccccc3c(=O)o2)c1
→ 10.9 | 0.6 | -4.9 | 2.0 | -14.1 | 3.8 | 4.7 | -0.1 | 1.1 | 2.8 | 5.8
CCn1c(SCC(=O)N/N=C/c2ccc(C)s2)nc2ccccc21
→ -9.3 | -14.6 | 1.1 | 0.5 | -0.5 | 25.1 | -9.0 | 2.6 | 1.0 | 1.6 | -3.3
O=C(Nc1ccc(F)cc1)C(NC1CCCCC1)c1ccccc1 (stereo not drawn)
→ 2.6 | 3.7 | 27.6 | 1.3 | -7.5 | -7.0 | -2.5 | -0.8 | -0.2 | 2.2 | -6.2
Cc1ccc(C(=O)N/C(=C/c2ccco2)C(=O)OCN2C(=O)c3ccccc3C2=O)cc1
→ -16.0 | -3.5 | 12.8 | 2.9 | -3.9 | 6.5 | 14.7 | 0.7 | -3.0 | 4.8 | -5.7
CNC(=O)c1[nH]cnc1C(=O)Nc1cccc(C)c1
→ -24.8 | 5.2 | -20.3 | 0.3 | 0.5 | 0.5 | -5.0 | -0.9 | 0.3 | 0.8 | 2.0
CCc1nnc(NC(=O)CSc2nnc(Cc3ccc(OC)cc3)o2)s1
→ -8.3 | -0.5 | 5.7 | 0.6 | -0.3 | 25.7 | -2.2 | 0.1 | -0.7 | 2.9 | -0.8
CCCCOc1cccc(C(=O)Nc2ccc(NC(=O)c3cccs3)cc2)c1
→ -19.2 | -86.3 | -11.8 | -2.9 | 0.7 | -0.4 | 6.2 | 10.7 | -1.4 | 3.4 | 0.1
C[C@]12CC[C@@H]3c4ccc(O)cc4C(=O)C[C@H]3[C@@H]1CC[C@@H]2O
→ -4.4 | 1.3 | 17.7 | 3.6 | 5.5 | 160.6 | -3.2&-5.5 | -0.2 | -1.5 | -0.5 | 0.1
CCNC(=S)N(Cc1ccco1)Cc1cc2cc3c(cc2[nH]c1=O)OCCO3
→ 13.5 | -0.8 | -11.6 | 3.4 | -1.3 | -24.6 | 2.8 | 0.1 | -0.3 | 1.3 | -1.0
O=C(Nc1nccs1)c1ccc2c(=O)n3c(nc2c1)CCCCC3
→ -20.1 | 7.2 | 9.9 | 4.5 | -7.5 | 78.8 | -7.7 | -1.3 | 3.0 | 5.4 | -5.3
CC1(C)CC(NC(=O)N2c3ccccc3Sc3ccccc32)CC(C)(C)N1
→ -10.7 | -9.4 | 4.3 | 0.1 | 3.9 | -7.7 | -5.3 | 1.9 | -1.0 | 0.2 | -7.1
Cn1c(SCC(=O)N2CCOCC2)nnc1-c1cccc(NC(=O)c2ccccc2)c1
→ 10.0 | 7.2 | 16.5 | 4.4 | 4.4 | 0.9 | -8.7 | -1.3 | 2.4 | 1.4 | 2.4
CCOc1ccc(-n2c(-c3ccccc3)c[n+]3c2CCC3)cc1
→ 21.9 | -4.2 | 7.3 | 4.6 | 9.4 | -4.0 | -6.1 | 0.8 | 1.9 | 5.9 | -0.5
Cc1ccc(-c2nc3ccccc3s2)cc1NC(=S)NC(=O)c1ccccc1
→ 12.6 | 14.0 | -6.3 | 1.3 | -6.9 | 14.9 | 1.7 | -2.6 | -0.7 | 2.1 | -9.0
Cc1cc(C)cc(NC(=O)COC(=O)CN=C2NS(=O)(=O)c3ccccc32)c1
→ -16.1 | 11.6 | -1.8 | -0.1 | 0.9 | x | 0.3 | -2.5 | 0.2 | 1.5 | -4.9
CCCNNC(=O)C(O)(c1ccccc1)c1ccccc1
→ -15.9 | -6.5 | 13.9 | 2.1 | -10.2 | 1.7 | 3.9 | 1.3 | 0.2 | 5.1 | -0.1
CN1CCN(C(=O)/C(=C\c2ccccc2)c2ccccc2)CC1
→ -9.8 | -4.8 | -0.5 | 0.0 | -6.8 | 1.9 | 4.5 | 0.9 | -1.7 | 0.3 | -7.8
NCCCC[C@H]1CN=C(N)N1CCCCC1CCCCC1
→ -1.1 | -16.0 | 2.7 | 3.1 | -8.6 | 307.4 | 14.8 | 2.7 | -0.7 | 1.9 | 0.6
Cc1ccc(S(=O)(=O)Nc2ccc3c(c2)CC(=O)N([C@H](C)CO)C[C@@H](C)[C@H](CN(C)S(=O)(=O)c2ccccc2)O3)cc1
→ 3.2 | 2.9 | -29.5 | 1.8 | -14.1 | 5.7 | -0.5 | -0.5 | -0.8 | 3.6 | -0.9
COc1cccc(N2CCN(c3ccc4nnc(CCC(=O)Nc5ncccc5C)n4n3)CC2)c1
→ -1.4 | -1.4 | 5.5 | 2.9 | 2.4 | 26.4 | -4.1 | 0.3 | -0.4 | 1.5 | 0.3
Clc1cc(Br)ccc1OCCCn1ccnc1
→ -19.9 | 22.1 | -15.1 | 2.9 | -3.8 | 286.0 | 0.2 | -3.7 | 0.1 | 4.1 | 0.8
NNc1nc(NCc2ccccc2)nc(N2CCOCC2)n1
→ 15.6 | 10.3 | 12.3 | 0.7 | -0.9 | -12.2 | -0.4 | -2.5 | -3.1 | -0.3 | -10.2
NC(=O)CCN1CCN(Cc2nc(C(c3ccccc3)c3ccccc3)no2)CC1
→ -4.3 | 15.3 | 19.1 | 4.3 | -2.1 | 10.6 | -2.2 | -3.0 | -0.4 | 2.4 | -12.7
Cc1ccc(Cn2cc(S(=O)(=O)c3ccc(C(C)C)cc3)c(=O)c3cc4c(cc32)OCO4)cc1
→ -3.1 | 7.1 | 0.1 | 0.3 | 0.5 | -9.0 | -4.3 | -1.4 | -0.8 | 3.7 | -1.8
CCn1c(CC(=O)Nc2ccccc2F)nnc1SCC(=O)NC1CCCCC1
→ -12.8 | -1.0 | 2.2 | 0.5 | 3.5 | -2.1 | -6.9 | 0.1 | 1.1 | 1.5 | -11.5
O=C(NC1CCCCC1)C(c1ccco1)N(C(=O)c1csnn1)c1cccc(F)c1 (stereo not drawn)
→ -2.8 | -7.0 | 10.9 | -1.4 | -11.8 | -4.8 | 1.3 | 0.9 | 0.3 | 2.2 | 0.5
COC(=O)C1=C(C)N(C)C(=O)NC1c1cc(Cl)cc(Cl)c1OC (stereo not drawn)
→ 12.6 | 20.7 | -3.6 | 2.8 | -3.0 | 5.5 | 2.8 | -3.9 | 0.3 | 2.7 | -4.5
C[C@H](NC(=O)c1cccc([N+](=O)[O-])c1)C(=O)OCC(=O)c1ccccc1Br
→ 13.6 | 17.1 | 11.0 | 2.2 | -10.2 | 4.4 | -1.4 | -4.1 | 0.1 | -0.7 | -16.2
CC1CCC2(CC1)NC(=O)N(NC(=O)c1ccc(OC(C)C)cc1)C2=O (stereo not drawn)
→ 5.9 | 25.4 | -2.0 | 6.2 | -5.2 | x | -0.2 | -5.2 | x | x | -4.8
CC(C)(C)C1=CC(O)(c2ccccc2)C=C(C(C)(C)C)C1=O
→ -25.3 | -52.5 | -0.8 | 2.1 | -9.9 | -22.3 | 5.3 | 11.1 | -0.2 | -0.2 | -8.9
Cc1cccc(OCC(=O)NCCNC(=O)c2ccncc2)c1
→ -4.5 | -3.4 | 3.7 | 4.3 | 14.0 | -16.2 | -3.3 | 0.5 | -0.8 | 2.0 | -5.4
CC(NC(=O)c1cccs1)C(c1cccs1)N1CCN(Cc2ccccc2)CC1 (stereo not drawn)
→ -2.6 | 9.6 | -33.0 | 0.1 | 2.2 | 2.5 | 6.5 | -1.6 | 1.9 | -0.4 | -13.2
COc1cc(CNCCCCO)ccc1OCc1ccccc1F
→ -27.9 | -2.7 | -20.4 | 4.3 | 0.6 | 4.1 | 2.5 | 0.5 | 0.2 | 3.2 | -8.7
c1coc(-c2cc(C3CCNCC3)[nH]n2)c1
→ 2.7 | 4.8 | -52.2 | 3.5 | -11.9 | -10.4 | -11.1 | -0.9 | 1.7 | 1.6 | -2.0
